MsrA act = activates bovine MsrA enzyme; actives 0.3% (n = 360,000); activation, % at 10.6 µM; purified bovine MsrA, absorbance read-out; in the data active means activation above about 7.5%;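 further: 0% = vehicle and 100% = reference activator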
Rin1-Abl PPI inh = inhibitors of human Rin1-Abl protein interaction; P00519+Q13671; TR-FRET Rin1/Abl binding, biochemical; inhibition, % at 7.35 µM; actives 0.4% (n = 360,000); AID 588664; in the data active means inhibition above about 5%, passing the limit was not always enough
SKN-1 inh = blocks SKN-1 activity in C. elegans; C. elegans VP596 Pgst-4::GFP/RFP ratio, acrylamide-induced, 24 h; actives 0.49% (n = 360,000); AID 624304; inhibition, % at 21.8 µM;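 active means interference check ratio from 0.5 to 1.5 plus GFP to RFP signal ratio inhibition reaching or exceeding a fixed threshold, cut at about 30% in these data, passing the limit was not always enough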; further: some compounds called inactive have numbers as strong as hits
CendR NRP1 mod = alters CendR peptide binding to human NRP-1; inhibition, % at 25 µM; AID 602438; actives 0.85% (n = 360,000); FAM-RPARPAR peptide binding to NRP-1, fluorescence polarization;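 active means inhibition or corrected inhibition above about 18%, plus a signal ratio from 0.5 to 1.5, limit read from the data, passing the limit was not always enough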; further: strong numbers were not always called active
Neddyl block = inhibitors of human cullin neddylation. P61081+Q13564. actives 0.58% (n = 360,000). TR-FRET cullin neddylation, biochemical. calls only at 25 µM; in the data active means inhibition above about 36%
MT1-MMP act inh = inhibitors of human MT1-MMP activation; P50281; HT1080 RFP-PRO-GFP cells, GFP/RFP ratio fluorescence, overnight; percent of plate control window, DMSO zero; GFP/RFP ratio change, % at 20 µM; actives 0.061% (n = 360,000);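 active means GFP/RFP ratio change of at least 30% with cell ATP level not reduced by more than half and red fluorescence within 50% of control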; further: strong numbers were not always called active
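Material – HT1080 RFP-PRO-GFP cells · Control set – DMSO wells and RFP-L50D-GFP cells · Incubation – overnight cell settling, then overnight compound exposure, 37 °C, 5% CO2 · Compound dosing – single-point 20 µM compound, 1% DMSO · Read-out – GFP/RFP fluorescence ratio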
MsrA inhibitor = inhibits bovine methionine sulfoxide reductase A; purified bovine MsrA, absorbance read-out; inhibition, % at 15.5 µM; actives 0.75% (n = 360,000); in the data active means inhibition above about 4.5%;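 further: 0% = vehicle wells with enzyme and 100% = reference inhibitor wells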
FAS-TE inh = blocks the thioesterase domain of human fatty acid synthase; inhibition, % at 15 µM; actives 0.67% (n = 360,000); recombinant FAS-TE, OMFH fluorogenic substrate, fluorescence endpoint; P49327; AID 602261;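 active means compounds whose normalised, plate-corrected inhibition of enzyme fluorescence in the single-dose primary screen is 50% or more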;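 further: 0% = DMSO with enzyme and 100% = substrate without enzyme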
Target sequence (P49327 whole entry, looked up, the tested form may be a part): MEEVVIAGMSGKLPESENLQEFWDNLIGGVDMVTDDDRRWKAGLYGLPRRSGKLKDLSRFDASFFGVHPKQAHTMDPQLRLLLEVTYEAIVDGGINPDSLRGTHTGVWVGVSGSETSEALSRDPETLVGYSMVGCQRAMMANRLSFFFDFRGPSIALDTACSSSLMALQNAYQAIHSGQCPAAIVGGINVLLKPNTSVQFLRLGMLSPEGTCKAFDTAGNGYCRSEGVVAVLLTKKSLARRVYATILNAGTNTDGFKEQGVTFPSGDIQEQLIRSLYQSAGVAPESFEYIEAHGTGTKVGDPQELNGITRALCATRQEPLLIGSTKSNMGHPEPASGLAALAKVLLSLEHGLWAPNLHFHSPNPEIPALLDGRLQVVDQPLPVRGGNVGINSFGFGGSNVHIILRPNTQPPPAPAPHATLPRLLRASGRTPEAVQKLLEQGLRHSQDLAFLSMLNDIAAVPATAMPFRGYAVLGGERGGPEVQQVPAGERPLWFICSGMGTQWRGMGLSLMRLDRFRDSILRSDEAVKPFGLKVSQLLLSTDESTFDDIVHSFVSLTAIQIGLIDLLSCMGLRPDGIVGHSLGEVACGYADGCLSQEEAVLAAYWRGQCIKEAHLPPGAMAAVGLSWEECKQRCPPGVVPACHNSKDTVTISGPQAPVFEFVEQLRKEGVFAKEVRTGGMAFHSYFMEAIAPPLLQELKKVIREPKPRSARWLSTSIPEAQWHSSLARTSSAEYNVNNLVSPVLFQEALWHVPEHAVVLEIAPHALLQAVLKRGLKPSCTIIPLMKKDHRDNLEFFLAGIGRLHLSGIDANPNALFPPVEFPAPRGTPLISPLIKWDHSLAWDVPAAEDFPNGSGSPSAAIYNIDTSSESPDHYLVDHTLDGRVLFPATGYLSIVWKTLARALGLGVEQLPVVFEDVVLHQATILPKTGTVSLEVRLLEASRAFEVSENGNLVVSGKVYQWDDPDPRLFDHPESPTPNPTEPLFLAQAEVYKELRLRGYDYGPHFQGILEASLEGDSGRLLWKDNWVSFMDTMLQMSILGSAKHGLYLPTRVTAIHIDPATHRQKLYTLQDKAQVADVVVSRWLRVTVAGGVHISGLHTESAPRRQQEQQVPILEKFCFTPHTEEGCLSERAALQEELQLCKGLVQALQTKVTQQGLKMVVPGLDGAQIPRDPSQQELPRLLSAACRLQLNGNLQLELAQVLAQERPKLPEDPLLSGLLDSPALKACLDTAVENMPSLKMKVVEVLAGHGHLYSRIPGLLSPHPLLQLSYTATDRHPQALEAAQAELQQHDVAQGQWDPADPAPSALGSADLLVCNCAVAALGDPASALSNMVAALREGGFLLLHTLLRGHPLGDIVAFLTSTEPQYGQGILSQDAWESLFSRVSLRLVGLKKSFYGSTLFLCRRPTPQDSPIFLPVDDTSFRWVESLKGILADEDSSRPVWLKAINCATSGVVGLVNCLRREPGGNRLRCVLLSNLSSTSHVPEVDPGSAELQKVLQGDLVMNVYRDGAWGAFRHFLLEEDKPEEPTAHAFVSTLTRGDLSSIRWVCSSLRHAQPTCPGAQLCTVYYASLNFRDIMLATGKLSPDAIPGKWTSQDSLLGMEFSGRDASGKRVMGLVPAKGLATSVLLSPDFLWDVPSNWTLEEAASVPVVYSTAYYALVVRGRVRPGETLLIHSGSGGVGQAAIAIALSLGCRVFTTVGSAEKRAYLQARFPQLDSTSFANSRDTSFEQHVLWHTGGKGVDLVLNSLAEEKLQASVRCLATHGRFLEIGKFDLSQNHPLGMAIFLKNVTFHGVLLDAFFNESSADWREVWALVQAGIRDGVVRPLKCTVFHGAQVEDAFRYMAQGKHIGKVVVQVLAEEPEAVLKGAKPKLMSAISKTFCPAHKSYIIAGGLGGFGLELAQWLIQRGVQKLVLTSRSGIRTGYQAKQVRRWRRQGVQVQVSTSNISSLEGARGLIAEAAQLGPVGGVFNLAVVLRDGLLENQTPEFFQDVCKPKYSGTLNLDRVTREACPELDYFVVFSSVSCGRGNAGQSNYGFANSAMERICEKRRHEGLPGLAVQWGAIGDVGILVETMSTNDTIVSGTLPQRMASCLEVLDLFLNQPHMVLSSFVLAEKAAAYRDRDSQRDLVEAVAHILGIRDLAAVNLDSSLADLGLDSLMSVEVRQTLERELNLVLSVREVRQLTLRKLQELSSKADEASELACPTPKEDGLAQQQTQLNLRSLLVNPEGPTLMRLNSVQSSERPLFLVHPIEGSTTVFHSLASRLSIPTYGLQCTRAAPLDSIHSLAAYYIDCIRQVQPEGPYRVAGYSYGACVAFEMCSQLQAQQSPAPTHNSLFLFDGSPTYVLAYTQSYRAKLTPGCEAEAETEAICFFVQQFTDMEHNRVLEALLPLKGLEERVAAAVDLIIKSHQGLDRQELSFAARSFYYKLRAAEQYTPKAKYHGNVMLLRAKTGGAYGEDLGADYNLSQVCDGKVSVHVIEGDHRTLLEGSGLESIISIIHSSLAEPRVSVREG
eLon inh = inhibits E. coli Lon protease; P0A9M0; purified E. coli Lon protease, fluorescence polarization; inhibition, % at 7.94 µM; actives 0.42% (n = 360,000); AID 602123; in the data active means inhibition above about 13%, passing the limit was not always enough;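 further: 0% = enzyme with probe and DMSO and 100% = no enzyme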
Active calls of the source: *; i = inactive; · = no result given.

1: O=C(Nc1ccc([N+](=O)[O-])cc1)c1cccc([N+](=O)[O-])c1
2: Cc1ccc(NC(=O)c2cc3c(=O)oc4ccccc4c3s2)nc1
3: CCCC(C)NC(=O)COc1ccc(S(=O)(=O)c2ccc(OCC(=O)NC(C)CCC)cc2)cc1 (stereo not drawn)
4: NS(=O)(=O)c1cc(C(=O)O)c(NCc2ccco2)cc1Cl
5: CN(C(=O)c1ccccc1C(=O)OCC(=O)c1ccccc1)c1ccccc1
6: COc1cccc(CN2CCN(CC(=O)Nc3ccccc3Cl)CC2)c1

screen / no.	1	2	3	4	5	6
MsrA act	1	-15	-2	-3	0	-4
Rin1-Abl PPI inh	-5	1	1	-3	2	-3
SKN-1 inh	4	2	0	-1	22	10
CendR NRP1 mod	-10	18	-12	11	1	-4
Neddyl block	i	i	i	i	i	i
MT1-MMP act inh	0	1	-3	-1	0	-1
MsrA inhibitor	1.7	-0.9	0.9	1.9	0.4	-0.8
FAS-TE inh	9	-10	-2	-1	-1	2
eLon inh	-7	-2	-14	·	12	4

7: Nn1c(Cc2ccccc2)nc2ccccc2c1=O
8: O=C1C=C(NNC(=O)c2ccccc2Br)CCC1
9: Cc1ccc2nc(N(CCCN(C)C)C(=O)CN3C(=O)c4ccccc4C3=O)sc2c1
10: Cc1c(-n2cc(C(=O)O)c(=O)c3cc(F)c(N4CCCC(O)C4)c(F)c32)c(=O)n(-c2ccccc2)n1C (stereo not drawn)
11: N#Cc1ccc(C(=O)N2CCN(C(=O)C3CCCO3)CC2)cc1 (stereo not drawn)
12: Cc1cc(C)c2c(N=NN3CCOCC3)[nH]nc2n1

screen / no.	7	8	9	10	11	12
MsrA act	-1	-3	-1	-4	-3	-5
Rin1-Abl PPI inh	5	1	-1	3	2	-1
SKN-1 inh	8	-8	-12	3	9	2
CendR NRP1 mod	0	0	1	-1	2	-6
Neddyl block	i	i	i	·	i	i
MT1-MMP act inh	-2	3	-3	-3	0	3
MsrA inhibitor	0.4	1.2	-1.7	3.1	-0.6	3.4
FAS-TE inh	-4	-2	5	-5	-6	-13
eLon inh	-7	22	3	2	-3	11

Ordered by SMILES length (largest number first): 5 of the compounds above.
10: Cc1c(-n2cc(C(=O)O)c(=O)c3cc(F)c(N4CCCC(O)C4)c(F)c32)c(=O)n(-c2ccccc2)n1C (stereo not drawn)
5: CN(C(=O)c1ccccc1C(=O)OCC(=O)c1ccccc1)c1ccccc1
11: N#Cc1ccc(C(=O)N2CCN(C(=O)C3CCCO3)CC2)cc1 (stereo not drawn)
8: O=C1C=C(NNC(=O)c2ccccc2Br)CCC1
7: Nn1c(Cc2ccccc2)nc2ccccc2c1=O

screen / no.	10	5	11	8	7
MsrA act	-4	0	-3	-3	-1
Rin1-Abl PPI inh	3	2	2	1	5
SKN-1 inh	3	22	9	-8	8
CendR NRP1 mod	-1	1	2	0	0
Neddyl block	·	i	i	i	i
MT1-MMP act inh	-3	0	0	3	-2
MsrA inhibitor	3.1	0.4	-0.6	1.2	0.4
FAS-TE inh	-5	-1	-6	-2	-4
eLon inh	2	12	-3	22	-7

The results go on.
13: COc1ccccc1N1CN(S(=O)(=O)c2ccc(C)cc2)c2nc3ccccc3nc21
14: COc1ccc(C(=O)N(C)c2c(C)n(C)n(-c3ccccc3)c2=O)cc1OC
15: Cc1ccc(-c2cc(C(=O)Nc3ccc4c(c3)OCCO4)c3ccccc3n2)cc1
16: CN(CCOc1ccccc1)C(=O)c1cc(COc2c(F)cccc2F)on1
17: COC(=O)c1cccc(C(=O)N2CCCC(C(=O)c3cccc(OC(C)C)c3)C2)c1 (stereo not drawn)
18: COc1cc2c(cc1OC)/C(=C/c1ccc(Br)cc1)C(=O)OC2

screen / no.	13	14	15	16	17	18
MsrA act	-1	-12	-3	0	-1	-7
Rin1-Abl PPI inh	3	6	-3	-3	1	4
SKN-1 inh	6	3	-1	15	20	4
CendR NRP1 mod	-11	1	-11	8	3	-11
Neddyl block	i	i	i	i	i	i
MT1-MMP act inh	-1	0	-5	-2	2	-5
MsrA inhibitor	0.8	0.9	2.4	-0.5	0.0	3.9
FAS-TE inh	57*	-16	31	18	-2	1
eLon inh	-2	-2	-5	4	-2	8

19: NS(=O)(=O)c1ccc(N=C2C(=O)Nc3ccccc32)cc1
20: CC1=C(C(=O)Nc2ccccn2)C(c2cccnc2)n2nnnc2N1 (stereo not drawn)
21: O=C(NCCCN1CCCC1=O)c1cc(S(=O)(=O)N2CCOCC2)c(Cl)cc1Cl
22: COc1cc2nc(C)sc2cc1SC
23: Cc1nnc(NC(=O)CSc2nnc(CC(=O)Nc3ccccc3Cl)n2C)s1
24: CCNC(=O)COc1cc(C)c(Br)c(C)c1

screen / no.	19	20	21	22	23	24
MsrA act	-4	4	-3	-4	-8	-3
Rin1-Abl PPI inh	-2	4	-1	-1	1	3
SKN-1 inh	-9	9	5	0	-2	-7
CendR NRP1 mod	1	10	6	4	8	5
Neddyl block	i	i	i	i	i	i
MT1-MMP act inh	1	4	8	0	1	-1
MsrA inhibitor	-0.3	-0.9	0.7	-0.1	1.2	-0.4
FAS-TE inh	-8	-5	-3	-9	-3	-6
eLon inh	-8	-6	4	1	-3	-3

A few values from the entries so far:
FAS-TE inh, #20 is entered as -5
eLon inh, #21 is entered as 4
MsrA act, #19 is entered as -4
SKN-1 inh, #23 is entered as -2

(further entries)
25: CCC1OC(c2ccc([N+](=O)[O-])cc2)=Nc2ccccc21 (stereo not drawn)
26: COc1ccc(-c2cc(C(=O)N3CCCc4ccccc43)no2)cc1
27: Cc1ccc(NC(=S)Nc2ncccc2C)c(C)c1
28: Cc1cc(Oc2ccccc2)nc(SCC(=O)Nc2ccccc2)n1
29: CCOC(=O)c1sc(N2C(=O)C(O)=C(C(=O)c3ccco3)C2c2ccco2)nc1C (stereo not drawn)
30: Cc1occc1C(=O)Nc1nccs1

screen / no.	25	26	27	28	29	30
MsrA act	-3	-3	-1	-2	-3	-1
Rin1-Abl PPI inh	2	0	0	-4	1	-1
SKN-1 inh	-18	-2	5	-3	20	18
CendR NRP1 mod	-1	2	-5	-1	-15	13
Neddyl block	i	i	i	i	i	i
MT1-MMP act inh	1	12	-3	3	-4	-7
MsrA inhibitor	0.6	-1.1	-0.4	0.7	-0.5	1.8
FAS-TE inh	15	19	15	8	-4	-3
eLon inh	-3	-5	-9	1	-9	-2

31: N#C/C(=C\c1c(N2CCCCC2)nc2ccccn2c1=O)C(=O)NCc1ccco1
32: CC(C)c1ccc(CN(C(=O)/C=C/c2ccco2)C2CCS(=O)(=O)C2)cc1 (stereo not drawn)
33: COc1ccccc1/C=C/C=N/n1c(-c2n[nH]c3c2CCC3)n[nH]c1=S
34: Cc1n[nH]c(C)c1Sc1ccccc1N
35: CN(C(=O)COC(=O)c1c[nH]c(=O)[nH]c1=O)C1CCCCC1
36: CCOC(=O)c1c(C)nc2c(C#N)cnn2c1C

screen / no.	31	32	33	34	35	36
MsrA act	-7	-3	2	-2	-3	-4
Rin1-Abl PPI inh	-2	2	-2	-6	-2	1
SKN-1 inh	0	2	17	2	3	18
CendR NRP1 mod	-2	-11	-11	-5	-4	2
Neddyl block	i	i	i	i	i	·
MT1-MMP act inh	0	1	-3	-1	0	3
MsrA inhibitor	-0.1	0.8	-0.1	0.1	1.7	0.2
FAS-TE inh	2	7	1	-4	-1	4
eLon inh	5	-5	2	1	-6	6

37: NS(=O)(=O)c1ccc(NC(=O)CN2C(=O)C3C4C=CC(C4)C3C2=O)cc1 (stereo not drawn)
38: CC1CCC(NC(=O)COC(=O)c2n[nH]c(=O)c3ccccc23)CC1 (stereo not drawn)
39: CCOC(=O)CCNCC1COc2ccccc2O1 (stereo not drawn)
40: OCC(O)/C=N/Nc1nc2ccccc2s1 (stereo not drawn)
41: O=C(NC(c1ccccc1)c1ccc2ccccc2n1)C1CCN(CCOc2ccc(Cl)cc2Cl)CC1 (stereo not drawn)
42: C[C@H](CO)N1C[C@H](C)[C@@H](CN(C)C(=O)NC2CCCC2)Oc2cc(Br)ccc2S1(=O)=O

screen / no.	37	38	39	40	41	42
MsrA act	0	-2	-4	-1	3	0
Rin1-Abl PPI inh	4	1	-4	0	-4	0
SKN-1 inh	4	-6	-9	10	15	7
CendR NRP1 mod	5	3	-18	13	-6	-1
Neddyl block	i	i	i	i	i	i
MT1-MMP act inh	4	2	1	1	-1	0
MsrA inhibitor	-0.3	-0.9	-0.3	0.9	-1.2	-0.6
FAS-TE inh	-5	-8	-4	-1	22	-4
eLon inh	4	4	-7	-10	-1	-1

43: CC(C)(C)NC(=O)CN(C(=O)C(=O)Nc1ccc2c(c1)OCCO2)C1CC1
44: COC(C)(C)[C@]12CC(O)(c3ccccc3)ON1[C@H]1CCCCC1N2O (stereo partly drawn)
45: CC(=O)N1c2ccc(S(=O)(=O)N(C)Cc3ccccc3)cc2CC1C (stereo not drawn)
46: FC(F)(F)c1nc2ccccc2nc1N/N=C\c1ccccc1
47: CCc1ccc(-n2c(=S)sc3c(=O)n(-c4ccccc4C)c(SCC(=O)O)nc32)cc1
48: CCO[C@H]1OC(C(=O)N2CCN(C)CC2)=C[C@@H](c2ccc(C(F)(F)F)cc2)[C@@H]1CCCO

screen / no.	43	44	45	46	47	48
MsrA act	0	5	0	-2	-11	0
Rin1-Abl PPI inh	2	1	5	-5	1	3
SKN-1 inh	14	6	-9	37*	-4	-14
CendR NRP1 mod	-20	-3	5	0	8	10
Neddyl block	i	i	i	i	i	i
MT1-MMP act inh	-3	5	-1	7	6	-1
MsrA inhibitor	-0.5	-0.6	-1.1	4.1	2.5	-0.2
FAS-TE inh	-4	-5	5	9	-1	-9
eLon inh	5	0	-7	-13	-1	-6

49: COc1ccc(NC(=O)CN2CCCN(S(=O)(=O)c3ccc(F)cc3)CC2)cc1
50: Nc1nonc1OCCN1CCN(c2ccc([N+](=O)[O-])c3cccnc23)CC1
51: Cc1ccc(NS(=O)(=O)c2ccc3c(c2)OCCCO3)cc1S(=O)(=O)N1CCOCC1
52: CCN(CC(=O)Nc1ccc(NC(C)=O)cc1)C(=O)c1ccc(C(=O)c2ccccc2)cc1
53: CC(=O)c1cccc(N(CC(=O)O)S(C)(=O)=O)c1
54: OCC[C@H]1C[C@@H](O)[C@H](O)[C@@]2(CCc3ccccc3CO2)O1
55: Cc1ccccc1NC(=O)/C(C#N)=C/c1ccsc1

screen / no.	49	50	51	52	53	54	55
MsrA act	-10	-4	-3	-7	-9	-2	-3
Rin1-Abl PPI inh	-1	-12	4	4	-4	0	0
SKN-1 inh	4	-11	-4	-12	-6	16	4
CendR NRP1 mod	0	2	0	-7	-1	22	-11
Neddyl block	i	i	i	i	i	i	i
MT1-MMP act inh	-1	2	4	-2	0	6	-11
MsrA inhibitor	0.1	3.3	0.1	-1.0	0.4	-1.8	1.2
FAS-TE inh	1	5	-1	0	-12	-12	-5
eLon inh	1	-1	-7	3	-4	1	5

Source: PubChem BioAssay

Random draw from the library. Share with any hit: about 4.2%.
